NPSR antagonist – blocks cAMP signaling of the human neuropeptide S receptor; actives 1% (n = 220,000); Potency, µM (doses to about 38.3 µM), inactives show top-dose activity change, negative = inhibition, actives largely listed as inhibitors; Q6W5P4; CHO-NPSR cells, cAMP TR-FRET, antagonist mode; note: potency is the fitted concentration of half-maximal effect; % is set by controls: 0 for no effect and ±100 for the full control effect; nearly all actives have a fitted effect of over 50% in size; many of its hits are not listed in these tables
Target sequence (Q6W5P4 whole entry, looked up): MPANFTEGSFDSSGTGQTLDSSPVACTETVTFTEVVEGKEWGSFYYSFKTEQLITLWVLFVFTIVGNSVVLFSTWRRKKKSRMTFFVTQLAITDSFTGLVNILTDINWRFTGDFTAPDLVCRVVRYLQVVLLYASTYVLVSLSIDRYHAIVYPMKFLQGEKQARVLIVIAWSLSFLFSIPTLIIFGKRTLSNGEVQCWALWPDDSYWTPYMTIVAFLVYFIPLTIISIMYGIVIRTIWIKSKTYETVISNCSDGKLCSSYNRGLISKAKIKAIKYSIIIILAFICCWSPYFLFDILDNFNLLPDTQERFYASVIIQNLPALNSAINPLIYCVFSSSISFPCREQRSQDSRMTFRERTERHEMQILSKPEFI
LMNA splice mod – LMNA splicing modulation; AID 1487; HeLa LMNA splicing GFP/RFP minigene ratio, 48 h; Potency, µM (highest dose often 46.1 µM), for the others: top-dose ratio change, negative = inhibition, usual class: inhibitors; actives 0.01% (n = 200,000); active = well fitted inhibition curve with a large enough effect in the signal ratio, with a control signal flat, not every such curve was filed as active; inconclusive = small, poorly fitted or top-dose-only effect, or effect the other way, or a change in a side signal; the % refers to the signal ratio; note: potency is the fitted concentration of half-maximal effect; % is set by controls: 0 for no effect and ±100 for the full control effect
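S3 HeLa cells stably expressing lamin A-EGFP splicing minigene plus DsRed2, 600 cells/well, 48 h compound exposure at 37C. Laser-scanning cytometry; analysed as GFP (500-530 nm)/RFP (575-640 nm) total intensity ratio; 0.5% DMSO vehicle.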
Luc counter – blocks Kinase-Glo luciferase, a counter-screen artifact; Q27757; Kinase-Glo luciferase, ATP luminescence, 8 min; Potency, µM (top dose mostly 38.3 µM), inactives show at the highest dose activity change, negative = inhibition, actives largely listed as inhibitors; actives 0.28% (n = 200,000); AID 1379; note: potency is the fitted concentration of half-maximal effect; % is set by controls: 0 for no effect and ±100 for the full control effect; nearly all actives have a fitted effect of over 60% in size
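Luminescence was the read-out, taken after 8-minute incubation at ambient temperature. Luciferase turned over luciferin with 10 uM ATP in imidazole pH 7.2 buffer containing KCl, MgCl2, Tween 20 and BSA.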
HttQ103 aggreg – mutant huntingtin aggregation inhibition; PC12 HttQ103-GFP aggregates, Acumen cytometry, 40 h; Potency, µM (series often up to 46.1 µM), inactives show top-dose activity change, negative = inhibition, most hits filed as inhibitors; actives 1.1% (n = 220,000); note: potency is the fitted concentration of half-maximal effect; % is set by controls: 0 for no effect and ±100 for the full control effect; nearly all actives have a fitted effect of over 60% in size
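Aggregates are detected as GFP objects 1–25 µm with signal 6 STDEV over background in lysates of induced PC12 cells. These carry Huntingtin exon 1 with 103 glutamines fused to GFP under an ecdysone promoter; compounds titrated.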
Epigenetic reg – derepresses silenced GFP reporter in murine cells; murine LDR cells, GFP reporter derepression, 30 h; Potency, µM (series often up to 53.9 µM), without a hit: at the top dose GFP activation, most hits filed as activators; actives 0.2% (n = 280,000); note: potency is the fitted concentration of half-maximal effect; % of control where 0% means no effect; nearly all actives have a fitted effect of over 60% in size
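Readout is the number of GFP-expressing murine LDR cells, counted by cytometry following washing. Cells were treated with compound for 30 h at 37 C; the stably integrated CMV-GFP locus is normally silent.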
CBFb RUNX1 block – blocks binding between human CBF-beta and RUNX1. AID 1477. AlphaScreen CBFb-His/RUNX1-biotin binding, biochemical. Q01196+Q13951. Potency, µM (highest dose often 59.8 µM), for the others: at the highest dose activity, negative = inhibition, actives largely listed as inhibitors. 230,000 tested, under 10 active; note: % of control where 0% means no effect
Target sequence (Q01196 whole entry, looked up): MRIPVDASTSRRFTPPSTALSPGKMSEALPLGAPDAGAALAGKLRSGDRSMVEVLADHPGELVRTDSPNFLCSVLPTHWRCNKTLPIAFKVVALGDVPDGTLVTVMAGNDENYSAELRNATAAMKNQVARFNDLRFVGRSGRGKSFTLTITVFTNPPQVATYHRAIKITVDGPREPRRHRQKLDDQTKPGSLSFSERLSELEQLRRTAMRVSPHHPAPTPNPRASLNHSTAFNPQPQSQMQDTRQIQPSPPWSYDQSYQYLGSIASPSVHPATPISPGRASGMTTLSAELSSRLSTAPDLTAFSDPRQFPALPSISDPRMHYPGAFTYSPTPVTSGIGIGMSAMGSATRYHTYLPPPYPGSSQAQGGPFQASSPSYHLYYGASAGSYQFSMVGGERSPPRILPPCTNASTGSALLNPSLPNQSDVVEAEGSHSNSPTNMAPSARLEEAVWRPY
Target sequence (Q13951 whole entry, looked up): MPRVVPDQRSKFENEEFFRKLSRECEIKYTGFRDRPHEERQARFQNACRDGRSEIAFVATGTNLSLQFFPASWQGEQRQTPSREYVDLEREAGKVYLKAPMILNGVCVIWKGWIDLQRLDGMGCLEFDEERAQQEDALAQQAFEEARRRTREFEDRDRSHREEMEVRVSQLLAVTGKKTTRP
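Room-temperature protein-protein interaction test with 30 nM each of His-tagged CBF-beta and biotinylated RUNX1, 15 min with compound, then 90 min with nickel plus streptavidin beads. Signal read in AlphaScreen mode.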
IMPase Li cell – cell-permeable IMPase inhibitors with lithium potentiation; AID 1457; CHO-M1 cells, IP1 TR-FRET (IP-One), carbachol + lithium; actives 0.35% (n = 210,000); Potency, µM (highest dose often 59.4 µM), without a hit: at the top dose activity, negative = IMPase inhibition, most hits filed as inhibitors;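 note: IP1 builds up when IMPase is blocked and the TR-FRET signal falls; potency is the fitted concentration of half-maximal effect; plate controls were basal vehicle for no effect and high inhibitor control for full effect; nearly all actives have a fitted effect of over 50% in size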
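Test compounds were applied to CHO-M1 cells previously cultured for 16–30 h at 2000 per well. A small lithium amount accompanied them; after 30 min at 37C, IP1 was quantified by TR-FRET.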
The depositor's hits bear a star; u = inconclusive; x = not tested or not shown; [ ] = another dose, or the depositor's remark. Unless noted, calls come from the whole dose curve; as a rule, active = well fitted curve in the direction sought with a large enough effect; inconclusive = small, poorly fitted or top-dose-only effect, or another doubt; inactive = no such curve, though single readings can be large; an effect the other way counts as inactive or inconclusive.

Start of the data: the first 2 compounds, ahead of the listing:
Sequence of screens – NPSR antagonist | LMNA splice mod | Luc counter | HttQ103 aggreg | Epigenetic reg | CBFb RUNX1 block | IMPase Li cell
1) COc1ccc(OCCn2c(=N)n(CCO)c3ccccc32)cc1
    u | u | -5% | 13% | -2.9% | 5% | -11%[38.3 µM]
2) COc1ccc(/C=C/C(=O)Nc2ccccc2)cc1S(=O)(=O)N1CCOCC1
    14% | x | x | -23%[9.22 µM] | -0.3% | -3% | x

Main list, repeating the preview:
Sequence of screens – NPSR antagonist | LMNA splice mod | Luc counter | HttQ103 aggreg | Epigenetic reg | CBFb RUNX1 block | IMPase Li cell
1) COc1ccc(OCCn2c(=N)n(CCO)c3ccccc32)cc1
    u | u | -5% | 13% | -2.9% | 5% | -11%[38.3 µM]
2) COc1ccc(/C=C/C(=O)Nc2ccccc2)cc1S(=O)(=O)N1CCOCC1
    14% | x | x | -23%[9.22 µM] | -0.3% | -3% | x
3) C/C(=N\N=C(/N)SC1CC(=O)N(c2cccc(Cl)c2)C1=O)c1cccs1 (stereo not drawn)
    -18%[46.1 µM] | u | 0% | u | 2.3% | 1% | 14%[38.3 µM]
4) CN1CCN(c2ncc(CN3C(=O)c4ccccc4C3=O)s2)CC1
    12% | 0%[46 µM] | 1% | -5% | 0.9% | -19% | 7%
5) Cn1c(N)c(C(=O)COC(=O)c2ccccn2)c(=O)n(C)c1=O
    9% | -3%[46 µM] | -1% | 6% | -1.5% | 6% | -7%
6) Cc1ccc2c(c1)cc(CN(Cc1cccnc1)C(=O)c1ccccc1)c1nnnn12
    -41% | 11%[46 µM] | -1% | -13%[9.22 µM] | 0.5% | 7% | 18%
7) CN(C)S(=O)(=O)N1CCCN(S(=O)(=O)N(C)C)CC1
    -8%[46.1 µM] | 4% | 0% | -7% | -1.0% | -2% | -4%[38.3 µM]
8) CN(NC(=O)COc1ccccc1)C1=NS(=O)(=O)c2ccccc21
    -6% | 10%[46 µM] | -2% | 32%[9.22 µM] | -1.1% | -6% | -2%
9) O=S(=O)(c1ccc(Br)s1)N1CCN(c2ccccc2)CC1
    -19%[46.1 µM] | u | 1% | u | 0.0% | 13% | 3%[38.3 µM]
10) CN1CCN(C(=O)CSc2nc(-c3cccs3)ccc2C#N)CC1
    -8%[46.1 µM] | -7% | -6% | -8% | -1.9% | -21% | 21%[38.3 µM]
11) CN(CC1CCOCC1)C(=O)CC1C(=O)NCCN1Cc1cccc(Oc2ccccc2)c1 (stereo not drawn)
    6% | x | x | 12%[9.22 µM] | -0.2% | 0% | -3%
12) CCC1(C)Cc2ccccc2-c2nc3n(c(=O)c21)CC(C(=O)O)S3 (stereo not drawn)
    7%[46.1 µM] | 4% | 1% | 0% | 0.0% | 5% | -10%[38.3 µM]
13) S=c1[nH]cnc2scc(-c3ccc(Cl)cc3)c12
    12%[7.67 µM] | x | x | u | u | -5% | x
14) c1ccc2c(c1)nnn2Cc1nnc2sc(-c3ccncc3)nn12
    6%[46.1 µM] | 13% | -6% | -10% | 1.1% | 0% | -16%[38.3 µM]
15) CC1CC(C(F)(F)F)n2ncc(C(=O)O)c2N1 (stereo not drawn)
    9%[46.1 µM] | 2% | -4% | 11% | 1.3% | -1% | -5%[38.3 µM]
16) COC(=O)c1ccccc1NC(=O)Nc1cnccn1
    -6%[46.1 µM] | 6% | -7% | u | -1.1% | 9% | 12%[38.3 µM]
17) Cc1cc(N2CCC(C)CC2)nc2cccc(O)c12
    -9%[46.1 µM] | -2% | -5% | -21% | -0.2% | -5% | 14%[38.3 µM]
18) Cn1nc(C(F)(F)F)c(-c2ccccc2)c1N
    0% | x | x | -7%[9.22 µM] | 3.2% | 3% | x
19) COc1cc(C)c(Cl)cc1S(=O)(=O)NCc1ccco1
    -6%[46.1 µM] | 10% | 15% | 2% | -0.8% | 3% | -8%[38.3 µM]
20) Cc1c(Cl)cnc(NC(=O)COC(=O)Cc2coc3ccc4ccccc4c23)c1Cl
    8% | -5% | -3% | 1% | 1.1% | -11% | -2%
21) COC(=O)c1cc(C)sc1NC(=O)C1CC=CCC1C(=O)O (stereo not drawn)
    u | 0% | -3% | 1% | 4.9% | 6% | 11µM*
22) Cc1c(C(=O)NCc2ccccc2Cl)oc2c1C(=O)CCC2
    -12%[46.1 µM] | 9% | -5% | -16% | -0.2% | 2% | 27%[38.3 µM]
23) Cc1cc(=O)[nH]c(SCC(=O)Nc2cc(S(=O)(=O)N(C)C)ccc2Cl)n1
    1% | 17%[46 µM] | -4% | 4% | -1.0% | 22% | 2%
24) O=C(NCc1csc(-c2cccs2)n1)c1cccc(Cl)c1
    8% | 10%[46 µM] | x | 3%[9.22 µM] | 0.0% | 5% | x
25) Cc1cc(C(=O)N2CCN(C/C=C/c3ccccc3)CC2)cs1
    -16%[46.1 µM] | -1% | 0% | -13% | 0.8% | 2% | 21%[38.3 µM]
26) Cn1ccnc1SCC(=O)Nc1ccccc1
    0%[46.1 µM] | 2% | -4% | 9% | 2.4% | 14% | -4%
27) Cc1nc(NCc2ccco2)c2c(C)c(C)sc2n1
    -9%[46.1 µM] | u | -3% | u | 7.8% | 2% | 32%[38.3 µM]
28) Cc1ccc(CNC(=O)c2csc3c2CCCCC3)cc1
    -5%[46.1 µM] | 9% | -1% | -8% | 6.4% | -14% | 44%[activator][38.3 µM]
29) C/C(=N\NC(=O)C(=O)Nc1cc(Cl)ccc1Cl)c1ccncc1
    5% | u | -2% | 0% | 0.0% | 2% | -4%
30) O=C(O)c1ccc(CSc2nnc(COc3ccc(Cl)cc3Cl)o2)cc1
    -18%[46.1 µM] | 11% | 1% | -9% | 8.1% | 3% | -25%[38.3 µM]

Only HttQ103 aggreg and CBFb RUNX1 block (two entries from above):
nr	SMILES	HttQ103 aggreg	CBFb RUNX1 block
2	COc1ccc(/C=C/C(=O)Nc2ccccc2)cc1S(=O)(=O)N1CCOCC1	-23%[9.22 µM]	-3%
12	CCC1(C)Cc2ccccc2-c2nc3n(c(=O)c21)CC(C(=O)O)S3 (stereo not drawn)	0%	5%

Additional structures.
Sequence of screens – NPSR antagonist | LMNA splice mod | Luc counter | HttQ103 aggreg | Epigenetic reg | CBFb RUNX1 block | IMPase Li cell
31) CC(C)(C)NC(=O)CN(C(=O)CS(=O)CC(=O)Nc1ccc(F)cc1)c1ccc2c(c1)OCCO2 (stereo not drawn)
    -2% | -6%[46 µM] | -6% | 5% | -0.1% | -6% | 6%
32) COc1ccccc1OP(=O)(O)Oc1ccccc1OC
    7% | 4%[46 µM] | -1% | -6% | -0.3% | 17% | 0%
33) C=CCC1c2cccc(C(=O)OC)c2C(=O)N1c1ccccc1 (stereo not drawn)
    1%[46.1 µM] | 5%[0.0737 µM] | -1% | 5% | -0.9% | 11% | 1%[38.3 µM]
34) CCC1CCCCN1S(=O)(=O)c1ccc(NC(=O)c2cccs2)cc1 (stereo not drawn)
    4%[46.1 µM] | u | 1% | -22% | -0.8% | -4% | 5%
35) CCOC(=O)C(C(=O)Nc1cccc(C)c1)C1CCCCC1 (stereo not drawn)
    -4%[46.1 µM] | 10% | 2% | 9%[9.22 µM] | 2.8% | 4% | 35%[activator][38.3 µM]
36) C/C(=N/NC(=O)c1ccco1)c1cccc(NC(=O)c2ccc(C)o2)c1
    -8%[46.1 µM] | -1% | -4% | -14% | -0.2% | -2% | -9%[38.3 µM]
37) Fc1ccc(Oc2nnnn2-c2ccccc2)cc1
    2% | x | 4% | 19% | 1.3% | 11% | 2%
38) N/C(=N\OC(=O)COc1ccc(Cl)cc1Br)c1ccncc1
    -6% | x | 2% | -7%[9.22 µM] | 0.0% | -7% | 23%
39) COC(=O)C1=C(C)N(c2cccc(C(C)=O)c2)C(=O)C1
    -11%[46.1 µM] | 6% | -1% | 23% | -0.7% | -2% | 5%[38.3 µM]
40) Cc1ccc(C(=O)/C=C/C(=O)O)cc1
    u | u | 2% | u | 18% | -2% | -5%
41) Cc1ccccc1Cn1nc(C)c(NC(=O)/C=C/c2cnn(C)c2C)c1C
    5% | 11% | 1% | 16% | 1.1% | 10% | 6%
42) Cc1ccc(SC(C)C(=O)NCc2cccnc2)cc1 (stereo not drawn)
    -3%[46.1 µM] | 8% | 0% | 3% | -2.3% | -1% | -20%[38.3 µM]
43) Cc1ccc(NC(=O)COC(=O)Cc2ccsc2)cc1S(=O)(=O)N(C)C
    7% | x | x | 1%[9.22 µM] | -2.3% | -11% | x
44) COc1ccc(C=Nc2ccc3[nH]ncc3c2)c(O)c1
    -2% | x | -3% | x | -0.1% | -6% | 2%
45) Cc1cc(C)c2c(C)nn(C3CCCCC3)c2n1
    -9%[46.1 µM] | -2% | -4% | -19% | 0.0% | 15% | -2%
46) c1ccc2[nH]c(NC3=NCCC3)nc2c1
    7%[46.1 µM] | -1% | -1% | 11% | 1.0% | -6% | 17%[38.3 µM]
47) CCOc1ccc2nc(NCCNC(=O)C(C)C)c(C)cc2c1
    -7%[46.1 µM] | u | 5% | -17%[9.22 µM] | -2.0% | 4% | 14%[38.3 µM]
48) O=C(NNC(=S)Nc1ccc(Br)cc1Cl)c1ccncc1
    11% | 4% | -1% | 10% | -0.1% | -11% | 2%
49) CC(=O)Nc1ccc2nc(NC(=O)COc3cccc(C)c3)sc2c1
    -11% | u | 0% | 15% | -1.1% | -10% | -14%
50) COc1ccc(OC)c(-c2cc(C(=O)Nc3ccc(F)cc3F)no2)c1
    -2% | -2%[46 µM] | 1% | -10% | 0.0% | -10% | -20%
51) O=C(Cc1ccc(F)cc1)Nc1nnc(SCC(=O)NC2CCCC2)s1
    4% | x | -3% | -3%[9.22 µM] | -5.3% | 4% | -8%
52) CCOC(=O)C(C)n1nc(C)c2sc3ccccc3c2c1=O (stereo not drawn)
    -1%[46.1 µM] | u | -2% | -9% | 4.2% | 1% | 0%[38.3 µM]

Arranged by value in LMNA splice mod (highest first): 4 from the list above
cpd	Molecule	LMNA splice mod
35	CCOC(=O)C(C(=O)Nc1cccc(C)c1)C1CCCCC1 (stereo not drawn)	10%
39	COC(=O)C1=C(C)N(c2cccc(C(C)=O)c2)C(=O)C1	6%
36	C/C(=N/NC(=O)c1ccco1)c1cccc(NC(=O)c2ccc(C)o2)c1	-1%
45	Cc1cc(C)c2c(C)nn(C3CCCCC3)c2n1	-2%

An excerpt (hit frequency here may not be typical).
